CF NFkB inh = inhibitors of PAF-induced NF-kB signaling, primary screen, cell-based, GFP fluorescence, uHTS | actives 0.86% (n = 360,000) | KKLEB NF-kB-GFP reporter, GFP fluorescence overnight | inhibition, % at 5 µM | AID 588850, 2011;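 active means at least 50% inhibition at 5 µM, scaled per plate between neutral and stimulator controls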;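 further: PAF is a Pseudomonas aeruginosa culture filtrate used as stimulus; plate controls were PAF-stimulated DMSO wells for no effect and unstimulated DMSO wells for full effect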
NR2F2 inh = NR2F2 transcriptional activity inhibitors, primary screen, cell-based, luciferase reporter, HEK293T, luminescence. AID 686940, 2013. COUP transcription factor 2 (Homo sapiens), P24468. actives 0.7% (n = 370,000). inhibition, % at 8.6 µM. HEK293T NGFI-A luciferase reporter;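 active means inhibition above a per-plate cutoff, mean inhibition of test wells between control levels plus 3 SD, cut at about 38% in these data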;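 further: cells cotransfected with COUP-TFII expression vector driving the NGFI-A reporter; 0% = median of COUP-TF2 test wells and 100% = reporter-only cells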
NCOA1 inh = SRC1 coactivator transcriptional activity inhibitors, primary screen, cell-based, luminescence. Nuclear receptor coactivator 1 (Homo sapiens), Q15788. HEK293 GAL4-SRC1 luciferase reporter. inhibition, % at 3.6 µM. actives 0.12% (n = 360,000);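 active means inhibition above the campaign mean plus 3 SD, with each screening campaign given its own cutoff, cut at about 60% in these data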;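 further: 0% = DMSO treated cells and 100% = gossypol at 36 µM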
C8 TRAIL sens = viability loss with TRAIL in NB7+C8 cells, primary screen, TRAIL sensitizer project, cell-based, ATPlite luminescence. inhibition (viability loss, TRAIL sensitization), % at 10 µM. actives 1% (n = 360,000). AID 624354, 2012;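 active means compounds causing at least 50% loss of cell viability in the single-dose screen, relative to plate controls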
EBV LMP1 NFkB = EBV LMP1-driven NF-kappaB luciferase reporter inhibitors, primary screen, cell-based, luminescence, single point; LMP1-induced NF-kappaB luciferase reporter cells; actives 0.69% (n = 350,000); inhibition, % at 12.5 µM; in the data active means inhibition above about 41%;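 further: 0% = neutral control wells and 100% = reference inhibitor control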
TWEAK Fn14 block = inhibitors of TWEAK-Fn14 signaling, primary screen, luciferase reporter cells, uHTS. TWEAK-stimulated Fn14 reporter cells, luciferase luminescence, 8 h. inhibition, % at 10 µM. actives 2% (n = 360,000). AID 1159606, 2016; in the data active means inhibition above about 50%
KKLEB cytotox = cytotoxicity in KKLEB CF airway cells, primary screen, cytotoxicity control for CF NF-kB inhibitor project, cell-based, uHTS, fluorescence assay plates | activity change (cytotoxicity), % at 5 µM | KKLEB CF airway cells viability, ATPlite luminescence, overnight; hits give low values; cells stimulated with P. aeruginosa culture filtrate | actives 0.36% (n = 360,000) | AID 602141, 2011;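 active means corrected activity change at or below -50% at 5 µM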
NR5A2 inv ag = LRH-1 (NR5A2) inverse agonists, primary screen, cell-based, luminescence, HEK293T, StAR-luciferase reporter; Nuclear receptor subfamily 5 group A member 2 (Homo sapiens), O00482; LRH-1 transfected, 24 h; AID 602396, 2012; inhibition, % at 3.6 µM; actives 0.13% (n = 360,000);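 active means inhibition above the mean inhibition of all tested compounds plus 3 SD, cut at about 73% in these data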;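 further: 0% = DMSO wells and 100% = reporter-only cells lacking LRH-1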
TROY NFkB inh = inhibitors of TROY-driven NF-kB signaling, primary screen, Q293 LMP1-TROYcd cells, NF-kB luciferase, uHTS | Q293 LMP1-TROYcd NF-kB luciferase reporter, 4 h | actives 0.98% (n = 360,000) | inhibition, % at 10 µM | AID 1347056, 2019;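 active means compounds whose plate-normalised and pattern-corrected inhibition of the luciferase reporter signal at the single screening dose is 50% or more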
SRC3 inh = SRC3 coactivator transcriptional activity inhibitors, primary screen, cell-based, luminescence; Nuclear receptor coactivator 3 (Homo sapiens), Q9Y6Q9; HEK293 GAL4-SRC3 luciferase reporter; inhibition, % at 3.6 µM; actives 0.17% (n = 360,000);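 active means inhibition above a per-campaign cutoff, the mean of all compounds plus 3 SD, cut at about 60% in these data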;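 further: 0% = DMSO-treated cells and 100% = gossypol-treated cells at 36 µM; higher means less SRC3-driven luciferase light from the GAL4 reporter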
Target sequence (Q9Y6Q9 whole entry, looked up, the tested form may be a part): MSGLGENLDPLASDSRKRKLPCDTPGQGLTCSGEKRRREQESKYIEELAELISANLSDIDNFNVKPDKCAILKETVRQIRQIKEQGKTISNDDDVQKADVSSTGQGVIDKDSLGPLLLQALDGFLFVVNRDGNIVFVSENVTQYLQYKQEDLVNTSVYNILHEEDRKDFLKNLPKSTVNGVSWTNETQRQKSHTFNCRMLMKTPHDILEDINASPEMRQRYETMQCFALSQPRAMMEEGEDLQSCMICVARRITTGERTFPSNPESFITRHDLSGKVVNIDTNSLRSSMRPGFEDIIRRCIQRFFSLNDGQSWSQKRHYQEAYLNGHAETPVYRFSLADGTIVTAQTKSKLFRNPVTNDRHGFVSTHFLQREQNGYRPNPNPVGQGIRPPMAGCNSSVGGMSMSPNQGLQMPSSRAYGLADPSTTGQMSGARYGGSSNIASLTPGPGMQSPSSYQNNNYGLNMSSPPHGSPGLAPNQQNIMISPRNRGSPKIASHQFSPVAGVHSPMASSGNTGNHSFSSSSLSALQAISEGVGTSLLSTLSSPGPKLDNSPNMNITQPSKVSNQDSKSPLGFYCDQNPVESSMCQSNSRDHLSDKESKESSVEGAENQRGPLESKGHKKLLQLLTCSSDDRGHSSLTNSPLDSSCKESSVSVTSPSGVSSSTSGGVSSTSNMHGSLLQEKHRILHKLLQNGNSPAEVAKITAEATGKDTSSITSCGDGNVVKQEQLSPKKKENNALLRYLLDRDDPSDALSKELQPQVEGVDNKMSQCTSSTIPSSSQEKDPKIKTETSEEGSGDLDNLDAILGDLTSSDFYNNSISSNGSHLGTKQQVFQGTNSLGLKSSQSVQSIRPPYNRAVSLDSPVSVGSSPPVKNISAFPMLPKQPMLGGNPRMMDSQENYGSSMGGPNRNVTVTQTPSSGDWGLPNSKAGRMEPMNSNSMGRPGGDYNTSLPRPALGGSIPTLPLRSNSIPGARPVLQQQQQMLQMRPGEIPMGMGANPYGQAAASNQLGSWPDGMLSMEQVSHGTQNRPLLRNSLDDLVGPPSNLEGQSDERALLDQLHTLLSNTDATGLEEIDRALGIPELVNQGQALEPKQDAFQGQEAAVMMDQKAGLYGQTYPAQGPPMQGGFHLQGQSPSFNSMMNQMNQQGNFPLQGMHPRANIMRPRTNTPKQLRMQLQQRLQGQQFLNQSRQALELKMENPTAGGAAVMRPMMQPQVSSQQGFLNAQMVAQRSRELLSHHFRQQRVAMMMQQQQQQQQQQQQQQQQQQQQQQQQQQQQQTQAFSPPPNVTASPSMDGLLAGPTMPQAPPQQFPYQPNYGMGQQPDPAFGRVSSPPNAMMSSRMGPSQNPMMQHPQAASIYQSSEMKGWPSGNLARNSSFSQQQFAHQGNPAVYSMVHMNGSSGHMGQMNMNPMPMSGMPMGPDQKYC
Shn3 3UTR inh = reduction of Shn3 3'UTR firefly luciferase signal, primary screen, Schnurri-3 inhibitor project, cell-based, Clone20 osteoblasts, set 2. Clone20 osteoblast Shn3 3'UTR firefly luciferase, 24 h. inhibition, % at 12.5 µM. actives 0.52% (n = 360,000). AID 588674, 2011;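 active means mean inhibition of at least 75% with every replicate also reaching 75%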;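 further: 0% = median of neutral control wells and 100% = pilot-screen positive control compound; some compounds past the cut are filed as inactive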
* = called active by the depositor. This is a subset, so the mix of outcomes need not match the whole.

| Compound | CF NFkB inh | NR2F2 inh | NCOA1 inh | C8 TRAIL sens | EBV LMP1 NFkB | TWEAK Fn14 block | KKLEB cytotox | NR5A2 inv ag | TROY NFkB inh | SRC3 inh | Shn3 3UTR inh |
| --- | --- | --- | --- | --- | --- | --- | --- | --- | --- | --- | --- |
| CC(=O)c1sc(NC(=O)C2(F)C(F)(F)C(F)(F)C(F)(F)C(F)(F)C2(F)F)nc1C | 65* | 12 | 41 | 47 | 5 | 65* | -52* | 38 | 62* | 36 | 2 |
| Cc1cc(NC(=O)c2ccc(Cn3nc(C)c(Br)c3C)o2)no1 | -2 | 1 | 14 | 11 | 9 | -17 | 4 | -3 | -5 | 11 | 8 |
| CCOc1ccc(S(=O)(=O)Nc2ncn[nH]2)cc1 | -7 | 10 | -5 | 10 | 1 | 29 | 6 | -1 | -13 | 7 | 4 |
| O=[N+]([O-])c1cc(-c2csc(NCCc3nc4cc(Cl)c(N5CCCCC5)cc4n3CCCO)n2)ccc1Cl | -34 | -3 | -3 | 3 | -25 | -11 | 11 | -9 | 4 | -6 | -6 |
| O=c1c2ccccc2ncn1C1CCCCC1 | 9 | -14 | -6 | 4 | -5 | 16 | -11 | 10 | 7 | -23 | -4 |
| COC(=O)C12CCC(C)(c3nc4ccccc4nc31)C2(C)C (stereo not drawn) | -2 | -5 | 1 | -5 | -6 | -13 | 6 | 6 | -2 | 7 | -15 |
| CCCNC(=S)N1CCC(n2cnc3ccccc32)CC1 | -9 | 11 | -6 | -5 | -5 | -4 | 7 | 11 | 4 | 8 | -2 |
| O=C(c1ccccc1)N1CCCCC(S(=O)(=O)c2ccc3ccccc3c2)C1=O (stereo not drawn) | 2 | -5 | 5 | 0 | 6 | 8 | 0 | 28 | 13 | 0 | -22 |
| C=CCC[C@H](Cc1ccc(F)cc1)C(=O)OC[C@H](Cc1c[nH]c2ccccc12)NC(=O)[C@H](CC=C)CC(=O)N[C@H](CO)Cc1ccccc1 | -11 | 2 | -29 | 6 | 2 | 17 | 17 | -12 | -18 | 6 | 5 |
| COc1cccc(C2=CC(c3cccs3)n3nnnc3N2)c1 (stereo not drawn) | 6 | -19 | -13 | 17 | 4 | 1 | -8 | -2 | -37 | -35 | -18 |
| CC1(c2cc(F)ccc2F)NC(=O)N(CC(=O)Nc2cccc(S(=O)(=O)N3CCCC3)c2)C1=O (stereo not drawn) | -32 | -6 | -6 | 4 | -5 | 7 | 7 | 3 | -6 | 5 | 8 |
| COc1ccc(-c2cc(C)no2)cc1S(=O)(=O)NCCc1ccco1 | -7 | 5 | -16 | -1 | 13 | -10 | -8 | -3 | -9 | -14 | 7 |
| Cc1ccc(S(=O)(=O)N(C)C[C@H]2Oc3ncc(-c4ccccc4)cc3C(=O)N([C@@H](C)CO)C[C@@H]2C)cc1 | -17 | 5 | -5 | 1 | -31 | -7 | 4 | -1 | -9 | 1 | 12 |
| CCCCN(C)CCNC(=O)C(=O)c1c(C)[nH]c2ccccc12 | -4 | 11 | 19 | -3 | -2 | -9 | 6 | -7 | 12 | 3 | -3 |
| Cn1c2ccccc2c2n[nH]c(=O)nc21 | 13 | 0 | -7 | 0 | 5 | -6 | 2 | 3 | -5 | -6 | -2 |
| O=C(COc1cccc2c1CCNC2=O)Nc1ccc(Cl)cc1 | -24 | 1 | -5 | -2 | 2 | -1 | 13 | 30 | 7 | -2 | 6 |
| CS(=O)(=O)Oc1ccc(/C=N/NC(=O)c2ccncc2)cc1 | -20 | 1 | -24 | -4 | -1 | 29 | -1 | 4 | -8 | 21 | -27 |
| Cc1ccc(NS(=O)(=O)c2ccc(Cl)s2)cc1S(=O)(=O)N(C)C | -1 | 5 | -6 | 16 | 7 | -5 | 7 | 7 | -15 | 8 | -16 |
| CN(C)c1nc(N)nc(CSc2ccccn2)n1 | 7 | -7 | -4 | 1 | 0 | -3 | -8 | -7 | 3 | -3 | 3 |
| Cc1c(Br)c([N+](=O)[O-])nn1CC(=O)Nc1ccc(C(C)C)cc1 | 0 | 5 | 7 | -3 | -6 | -52 | -2 | -8 | 13 | 19 | -1 |
| O=C(NC1CCCCC1)c1cc(-n2cnnc2)ccc1Cl | 3 | -10 | -6 | -13 | 7 | -3 | 17 | 2 | -9 | 0 | -2 |
| CCN(CC)CCn1c2c(c(SCC(=O)Nc3ccc4c(c3)OCO4)nc1=O)CCC2 | -7 | 15 | -29 | 9 | -1 | 5 | 7 | -23 | 7 | -4 | -10 |
| C=CCOc1c(OC)cc(/C=N/Nc2cccc(C(=O)O)c2)c(Br)c1Br | 62* | -72 | -113 | 8 | -19 | -49 | -36 | -52 | -39 | -57 | -30 |
| COc1ccc(NC(=S)NN2CCN(C)CC2)cc1OC | -11 | -17 | 3 | 17 | -12 | -7 | 9 | 5 | 0 | 17 | 0 |
| CC(=O)N1CCN(c2ccc(NC(=O)c3cccc([N+](=O)[O-])c3)cc2)CC1 | 2 | -8 | -18 | 14 | -10 | -7 | 0 | 42 | -11 | -29 | 4 |
| Cc1ccccc1C(=O)NC(C(=O)Nc1nc2c(s1)CCCC2)C(C)C (stereo not drawn) | -2 | -7 | -19 | 5 | 2 | -14 | -12 | -1 | -11 | -10 | -7 |
| Cc1cccc2[nH]c(CN(C)C(=O)CC3C(=O)NCCN3CC(C)(C)C)nc12 (stereo not drawn) | 6 | 12 | 4 | 4 | 9 | -14 | -15 | 1 | 0 | 14 | 0 |
| CSc1ccc(S(=O)(=O)Nc2ccc3c4c(cccc24)CC3)cc1 | -3 | 10 | -3 | 23 | 9 | 13 | 3 | 18 | 25 | 11 | 61 |
| CCN1C(=O)[C@H]2[C@@H](c3ccc(-c4ccc(C(C)=O)cc4)c(OC)c3)N[C@@](Cc3ccccc3)(C(=O)OC)[C@H]2C1=O | 20 | -3 | 2 | 10 | 10 | 4 | 13 | 12 | -14 | 7 | 9 |
| CC(Oc1ccccc1)C(=O)Nc1nc(-c2ccncc2)cs1 (stereo not drawn) | 27 | -6 | 7 | -2 | 3 | 16 | -32 | 6 | 8 | 15 | 15 |
| CCSc1nc2c(c(=O)[nH]c(=O)n2C)n1CC(O)COc1ccccc1C (stereo not drawn) | -7 | -11 | -9 | 8 | 3 | -3 | 10 | 21 | 8 | 21 | 7 |
| CCn1nnc(NC(=O)c2cccnc2Cl)n1 | 24 | -4 | -11 | -2 | 0 | -6 | 1 | -5 | 17 | 5 | -1 |
| O=C(NOCc1cscn1)Nc1ccccc1 | -3 | -7 | -16 | 12 | -6 | 12 | -2 | -8 | -11 | -7 | -5 |
| Cc1ccc(S(=O)(=O)NC(C(=O)O)c2ccccc2)cc1 (stereo not drawn) | 4 | 5 | 1 | -2 | 2 | 3 | -1 | -6 | 5 | 13 | -20 |
| O=C(CCS(=O)(=O)Cc1ccccc1)Nc1nc2c(s1)CCCC2 | 27 | 15 | -3 | 18 | 5 | 24 | -13 | 1 | 17 | 16 | -8 |
| Cc1cc(C)n(-c2ccc(C(=O)N3CCN(S(=O)(=O)c4ccc(Cl)cc4)CC3)cc2)n1 | 11 | -5 | -21 | 17 | 2 | -8 | -10 | -14 | 9 | 7 | 0 |
| Cc1ccc(S(=O)(=O)N2CCOCC2)cc1NC(=O)COC(=O)CCc1c[nH]c2ccccc12 | -24 | -7 | -9 | -24 | -1 | 15 | -10 | 24 | 5 | -16 | -3 |
| O=C(O)CCCN1C(=O)c2ccccc2Sc2ncccc21 | 5 | -7 | 13 | -6 | 0 | 13 | -5 | 9 | 12 | -4 | 10 |
| CCOC(=O)c1ccccc1NC(=O)c1c(O)c2ccccc2n(CC)c1=O | 4 | 13 | -18 | -1 | -3 | 1 | -7 | -3 | 14 | 12 | 11 |
| Cc1ccc(S(=O)(=O)N(C)C)cc1NC(=O)c1ccccc1Br | 12 | -1 | -14 | -1 | -3 | 5 | -1 | 5 | 34 | -1 | -53 |
| CCOC(=O)C(=O)NN=C(c1ccccc1)c1ccccc1 | -16 | 11 | -21 | -15 | 6 | -17 | 4 | -8 | 6 | 14 | 5 |
| Cc1ccc(-n2c(SCC(=O)NC3CCS(=O)(=O)C3)nc3ccccc3c2=O)cc1C (stereo not drawn) | 8 | 6 | 7 | 0 | 2 | 19 | 0 | 10 | 10 | 5 | 1 |
| NC(=O)NC(=O)CN1C(=O)NC2(CCOc3ccccc32)C1=O (stereo not drawn) | -11 | -5 | 14 | 12 | 4 | 20 | 2 | 5 | -7 | 8 | -2 |
| CCN(CC)C(=O)C1CCCN(C(=O)c2cc(COc3ccc4ncccc4c3)on2)C1 (stereo not drawn) | -2 | 27 | 19 | 1 | 6 | 18 | -6 | 21 | 0 | 6 | 46 |
| O=C(CNC(=O)c1cccs1)N/N=C/c1cccc(Cl)c1 | -15 | 4 | 5 | 4 | -1 | 19 | 10 | -18 | -6 | -15 | -8 |
| CCOC(=O)C1CCN(C(=O)CN(c2cccc(C(F)(F)F)c2)S(C)(=O)=O)CC1 | -6 | 1 | 5 | -11 | -16 | -3 | 5 | -8 | -1 | 20 | 6 |
| CC(c1ccccc1)N1CC(C(=O)N2CCN(c3ccccc3)CC2)CC1=O (stereo not drawn) | -12 | 1 | 4 | 0 | -5 | -20 | -6 | 6 | 1 | 6 | -15 |
| CS(=O)(=O)c1nc(S(=O)(=O)c2ccc(Cl)cc2)c(NCCCN2CCCC2=O)s1 | 8 | -5 | -3 | -17 | -18 | 26 | 8 | 16 | -11 | -6 | -3 |
| Cc1[nH][nH]c(=O)c1C(c1cc(Br)ccc1O)c1c(C)[nH][nH]c1=O | -10 | -5 | 9 | 14 | 3 | 19 | -9 | 13 | -3 | -2 | -2 |
| Cc1c(C#N)c2ncn(CC#N)c(=O)c2n1-c1ccccc1 | 3 | 7 | -1 | 0 | -3 | -20 | -5 | 1 | -1 | 18 | -6 |
| CNC(=S)N1CCN(c2ccc(OC)cc2)CC1 | 4 | -11 | 3 | -4 | 0 | 0 | 1 | -1 | -4 | 12 | -3 |
| Cc1ccc(S(=O)(=O)NNC(=O)C(O)(c2ccccc2)c2ccccc2)cc1 | -19 | 11 | -18 | 7 | 17 | 15 | 8 | -4 | -7 | 6 | -16 |
| O=C(Nc1cccc(Cl)c1)c1ccc(=O)[nH]n1 | -3 | 5 | -20 | 8 | 0 | -18 | -1 | -8 | 2 | -23 | -70 |
| COc1ccnc(Oc2ccccc2)c1C(=O)N/C=N/OCc1ccccc1 | -30 | 0 | 9 | -7 | -7 | 18 | -2 | 41 | -20 | 8 | 5 |
| CC(C)N1CC(COc2ccc(Cl)cc2Cl)OC1=O (stereo not drawn) | -3 | -34 | 8 | -17 | 5 | -7 | -2 | 1 | -4 | 5 | -9 |

Compound activity deposited in PubChem by several laboratories.
